Exocytosis inh: blocks lytic granule exocytosis. TALL-104 LAMP-1 surface exposure, flow cytometry; cells stimulated with thapsigargin and PMA. inhibition, % at 10 µM. 360,000 tested, 0.66% active. AID 651702;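 active = inhibition above about 55%, limit read from the data; inconclusive = no clear call, values can overlap the other calls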
NR2E3 ag-1: activates human photoreceptor nuclear receptor NR2E3 | AID 2300 | 320,000 tested, 0.12% active | inhibition of corepressor binding, % at 4.78 µM | Q9Y5X4 | GST-NR2E3/biotin-RetCOR TR-FRET, 1536-well;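 active = percent inhibition above the cutoff of mean plus 3 SD of all tested compounds, set per screening campaign, cut at about 20% in these data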;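 note: 0% = DMSO wells and 100% = biotin wells as full block of FRET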
Target sequence (Q9Y5X4 whole entry, looked up): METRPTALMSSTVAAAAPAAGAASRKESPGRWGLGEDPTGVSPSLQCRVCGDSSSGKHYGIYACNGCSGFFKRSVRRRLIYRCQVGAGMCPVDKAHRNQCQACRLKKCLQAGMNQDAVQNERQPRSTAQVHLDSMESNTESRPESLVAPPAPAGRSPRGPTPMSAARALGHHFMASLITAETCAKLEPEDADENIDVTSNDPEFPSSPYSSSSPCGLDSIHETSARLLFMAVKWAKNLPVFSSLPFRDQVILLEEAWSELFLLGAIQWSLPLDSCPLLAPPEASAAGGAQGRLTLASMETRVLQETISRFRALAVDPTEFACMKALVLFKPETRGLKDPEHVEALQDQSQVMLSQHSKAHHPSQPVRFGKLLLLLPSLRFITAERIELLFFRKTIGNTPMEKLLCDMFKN
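System: GST-tagged NR2E3 plus biotinylated RetCOR corepressor; Buffer or medium: pH 7.5 Tris-based buffer; Probe or stimulus: RetCOR corepressor, biotinylated, 7 nM; Doses: compound at 4.8 µM, single dose; Schedule: 5 h incubation at 4 °C; Technique: time-resolved FRET; Evaluation: percent inhibition of TR-FRET ratio; Replication: one well per compound, singlicate testing.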
HIF-2a block: blocks HIF-2a reporter activity; AID 624352; 360,000 tested, 0.72% active; 786-0 RCC cells HIF-2a reporter, luciferase luminescence, overnight; inhibition, % at 18.8 µM;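 active = inhibition of the luminescence signal of 40% or more relative to plate controls, in a single-dose primary screen at 18.75 µM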
Vif imaging: inhibitors of HIV Vif. HEK293T cells, Vif self-association by quenched fluorescence, imaging, 24 h. inhibition, % at 7.49 µM. 340,000 tested, 0.35% active; in the data active = inhibition above about 50%, passing the limit was not always enough; inconclusive = no clear call, values can overlap the other calls; inactive = below about 31%; note: some results filed as inactive read as strong as hits
MITF TRPM1 inh: MITF TRPM1 promoter inhibition in SK-MEL-5 cells; SK-MEL-5 TRPM1 promoter luciferase, 24 h; 330,000 tested, 0.83% active; inhibition, % at 12.5 µM; AID 488899;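 active = mean inhibition across replicates of 60% or more, whatever share of single replicates reaches that level; inconclusive = some that reach 60%, reason not given; inactive = mean inhibition across replicates below 60%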; note: values of inactives mirror those of a sister screen read the other way
aDG glyco up: increases alpha dystroglycan glycosylation | activation, % at 10 µM | 360,000 tested, 0.22% active | Pro5-aDG cells, alpha-DG glycosylation AlphaScreen (IIH6); 0% Pro5, 100% B10-LARGE cell signal;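 active = activation of at least 8% versus controls, or a plate z-score of at least 8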;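 note: Pro5 are CHO cells carrying HIG-tagged alpha-DG that lacks glycosylation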
hiPSC survival: hiPSC single-cell survival enhancement | 360,000 tested, 0.044% active | AID 602274 | survival enhancement, % at 20 µM | ATPlite luminescence; 100% = ROCK inhibitor wells, 0% = DMSO; in the data active = survival enhancement above about 18%;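 note: cells exposed to compounds for 16 hours before the ATP read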
Peg3 prom inh: Peg3 promoter activity inhibition. inhibition, % at 20 µM. 360,000 tested, 1.7% active. HeLa PEG-Prom luciferase reporter, luminescence, overnight;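 active = inhibition of at least 50% at 20 µM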
PDI turbidity: inhibitors of human protein disulfide isomerase. PDI insulin aggregation turbidity, A650, 90 min. 350,000 tested, 0.052% active. P07237. inhibition, % at 10 µM;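 active = mean inhibition across replicates of 30% or more, whatever share of single replicates reach that level; inconclusive = mean inhibition below 30% while every single replicate reaches 30%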;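 note: absorbance from insulin aggregation driven by PDI reduction with DTT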
Target sequence (P07237 whole entry, looked up): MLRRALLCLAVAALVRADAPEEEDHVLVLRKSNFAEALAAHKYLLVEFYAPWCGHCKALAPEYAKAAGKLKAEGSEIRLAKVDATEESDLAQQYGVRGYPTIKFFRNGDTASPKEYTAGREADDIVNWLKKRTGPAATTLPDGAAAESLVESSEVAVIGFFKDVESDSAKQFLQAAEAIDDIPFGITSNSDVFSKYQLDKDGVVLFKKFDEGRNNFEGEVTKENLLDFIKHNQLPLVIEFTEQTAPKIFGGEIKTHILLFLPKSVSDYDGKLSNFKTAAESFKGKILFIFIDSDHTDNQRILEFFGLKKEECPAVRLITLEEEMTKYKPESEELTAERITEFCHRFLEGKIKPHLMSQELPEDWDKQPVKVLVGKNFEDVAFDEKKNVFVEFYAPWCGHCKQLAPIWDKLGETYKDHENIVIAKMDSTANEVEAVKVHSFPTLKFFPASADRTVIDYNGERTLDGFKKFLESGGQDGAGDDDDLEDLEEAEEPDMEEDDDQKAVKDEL
NR2E3 ag-2: activates human NR2E3 receptor; AID 602229; Q9Y5X4; 360,000 tested, 0.35% active; inhibition of corepressor binding, % at 3.98 µM; CHO-S Gal4-NCOR/VP16-NR2E3 two-hybrid, luciferase;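 active = inhibition above the mean of all tested compounds plus 3 SD, cut at about 70% in these data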;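 note: 0% = DMSO with NR2E3 transfected cells and 100% = cells lacking NR2E3 construct; higher means lower luciferase signal from less NR2E3 corepressor binding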
CaV13 ICDI inh: Disruptors of the CACNA1D IQ motif to Ca2+-dependent inactivation inhibitor domain association, primary screening, Förster resonance energy transfer in intact living … | HEK cells, CFP/YFP FRET ICDI-IQ, plate reader, 10 min; percent FRET-ratio fall versus neutral wells | 340,000 tested, 0.098% active | inhibition, % at 12.3 µM;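 active = mean replicate inhibition of at least 30% and at least 1% of replicates passing that level; inconclusive = only one of the two criteria is met; inactive = neither criterion is met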;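 note: 0% = median of the neutral control wells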
Numbers without * were called inactive; u = inconclusive; x = not tested or not shown. The order is random (roughly 3.5% active in at least one column).

A first look:
SMILES	Exocytosis inh	NR2E3 ag-1	HIF-2a block	Vif imaging	MITF TRPM1 inh	aDG glyco up	hiPSC survival	Peg3 prom inh	PDI turbidity	NR2E3 ag-2	CaV13 ICDI inh
CCN(CC(=O)Nc1c(F)cccc1F)C(=O)CNC(=O)c1ccc(Br)o1	2	0	5	0	3	-0.1	-0.5	8	-3	5	-2
Cc1c(C(=O)CN2CCCC(C)(C)C2)c2ccccc2n1C	-15	-1	11	-6	-2	0.0	0.1	14	-7	2	-1
COc1ccc(CCC(=O)NCc2ccco2)cc1	-1	-1	-17	x	0	0.4	4.0	-12	-4	7	-5
CN(c1ccccc1C(=O)N1CCN(c2ccccc2F)CC1)S(=O)(=O)c1ccccc1	-3	x	16	12	0	0.3	-0.2	8	3	-16	x
N#Cc1ccc(-c2ccc(F)cc2)nc1Sc1ccccc1	28	1	4	-15	2	0.1	-0.3	16	3	-13	-4
Cc1nc2cc(NC(=O)N3CCC(c4ccccc4)C3)ccc2n1C (configuration not stated)	0	3	-145	-2	-28	-0.1	-1.7	-128	-12	-47	-9
CCCc1cc(C(=O)N2CCCC(Nc3ccc(C)c(C)c3)C2)n(C)n1 (configuration not stated)	6	2	0	-4	8	0.0	3.7	12	-4	-30	-6
C/C(=N\OCC(=O)Nc1c(C)cc(C)cc1C)c1ccc2c(c1)OCCO2	-5	1	12	17	-1	0.2	0.6	12	-2	-11	-15
Cc1cc(C)cc(NC(=O)N2CCc3ccccc3C2)c1	-2	x	-198	-6	-68	0.0	0.0	-171	9	-76	-13

Main list, repeating the preview:
SMILES	Exocytosis inh	NR2E3 ag-1	HIF-2a block	Vif imaging	MITF TRPM1 inh	aDG glyco up	hiPSC survival	Peg3 prom inh	PDI turbidity	NR2E3 ag-2	CaV13 ICDI inh
CCN(CC(=O)Nc1c(F)cccc1F)C(=O)CNC(=O)c1ccc(Br)o1	2	0	5	0	3	-0.1	-0.5	8	-3	5	-2
Cc1c(C(=O)CN2CCCC(C)(C)C2)c2ccccc2n1C	-15	-1	11	-6	-2	0.0	0.1	14	-7	2	-1
COc1ccc(CCC(=O)NCc2ccco2)cc1	-1	-1	-17	x	0	0.4	4.0	-12	-4	7	-5
CN(c1ccccc1C(=O)N1CCN(c2ccccc2F)CC1)S(=O)(=O)c1ccccc1	-3	x	16	12	0	0.3	-0.2	8	3	-16	x
N#Cc1ccc(-c2ccc(F)cc2)nc1Sc1ccccc1	28	1	4	-15	2	0.1	-0.3	16	3	-13	-4
Cc1nc2cc(NC(=O)N3CCC(c4ccccc4)C3)ccc2n1C (configuration not stated)	0	3	-145	-2	-28	-0.1	-1.7	-128	-12	-47	-9
CCCc1cc(C(=O)N2CCCC(Nc3ccc(C)c(C)c3)C2)n(C)n1 (configuration not stated)	6	2	0	-4	8	0.0	3.7	12	-4	-30	-6
C/C(=N\OCC(=O)Nc1c(C)cc(C)cc1C)c1ccc2c(c1)OCCO2	-5	1	12	17	-1	0.2	0.6	12	-2	-11	-15
Cc1cc(C)cc(NC(=O)N2CCc3ccccc3C2)c1	-2	x	-198	-6	-68	0.0	0.0	-171	9	-76	-13
COc1cccc(-c2nnc(-c3ccco3)o2)c1	-1	5	-132	1	-17	0.1	-1.8	-174	-2	-131	-3

Brought forward from above: 2 compounds, followed by the next part.
SMILES	Exocytosis inh	NR2E3 ag-1	HIF-2a block	Vif imaging	MITF TRPM1 inh	aDG glyco up	hiPSC survival	Peg3 prom inh	PDI turbidity	NR2E3 ag-2	CaV13 ICDI inh
Cc1cc(C)cc(NC(=O)N2CCc3ccccc3C2)c1	-2	x	-198	-6	-68	0.0	0.0	-171	9	-76	-13
COc1cccc(-c2nnc(-c3ccco3)o2)c1	-1	5	-132	1	-17	0.1	-1.8	-174	-2	-131	-3
CCc1cc(C(=O)Cc2ccccn2)c(O)cc1O	-12	-2	13	-3	0	2.0	0.0	15	1	33	-18
c1ccc(-c2nn3nnnc3c3ccccc23)cc1	-2	-4	12	-8	3	0.0	14	18	5	-21	-5
CCOc1ccc(/C=C/C(=O)Nc2ccc(C(N)=O)cc2)cc1OC	-11	-2	4	-23	14	0.0	-0.3	1	-4	-2	-7
O=S(=O)(c1ccc(Oc2ccccc2)cc1)N1CCOCC1	5	1	0	x	5	-0.1	-0.6	13	3	-12	-4
CCOC(=O)c1ccc(NC(=O)C2CC3CCC2C3)cc1 (configuration not stated)	-6	3	-244	2	x	0.2	-0.7	-305	2	-96	-5
COc1ccc(S(=O)(=O)Nc2cc(C)c(O)cc2C(C)C)cc1	-2	0	19	-4	-7	-0.2	0.6	24	6	21	-4
O=c1[nH]c(=O)n(Cc2ccco2)c2c1C(C(F)(F)F)(C(F)(F)F)N=C(Cc1ccccc1)N2	-1	0	22	1	-9	0.5	1.1	26	-9	-11	-4
CCCCn1c(N)c(N(CC)C(=O)COc2ccc(C#N)cc2)c(=O)[nH]c1=O	2	x	-2	-1	0	0.0	-1.8	2	-8	-10	-11
COc1ccccc1-c1cc(C(=O)NC(C)c2ccccc2)no1 (configuration not stated)	-3	3	-72	-9	-7	0.1	-3.2	-4	-3	-8	-9
Cc1ccc(OCc2cc(C(=O)N3CCc4sccc4C3)no2)cc1C	-5	x	-63	-3	-2	0.2	0.3	-23	1	-7	x
CCCCn1c(N)c(N(CCOC)C(=O)CN2c3ccccc3CC2C)c(=O)[nH]c1=O (configuration not stated)	1	-1	20	8	1	0.1	2.6	4	-7	-23	-18
CCOC(=O)c1sc(NC(=O)c2c(C)nn(Cc3ccccc3)c2C)cc1C	-2	2	-50	9	-15	0.5	-3.4	-2	4	-1	-3
COc1ccc(CNCC(=O)Nc2cc(OC)cc(OC)c2)cc1	-22	-3	2	7	2	0.5	-0.9	-38	3	4	-4
CCOC(=O)C1=C(CS(=O)(=O)c2ccc(C)cc2)NC(=O)NC1c1cc(OC)c(OC)c(OC)c1 (configuration not stated)	-13	4	-5	14	1	-0.2	0.3	16	3	-19	-4
Cc1ccc(S(=O)(=O)N2CCOC23CCN(C(=O)c2ccc(Cl)cc2Cl)CC3)cc1	0	2	13	-14	12	0.2	-0.4	16	0	-8	-2
O=C(COC(=O)c1cc(=O)[nH]c2ccccc12)NC1CCCC1	3	3	16	3	18	-0.5	-0.8	14	11	0	-4
C/C(CC(=O)Nc1cccc(Cl)c1Cl)=N\NC(=O)c1ccccc1Br	-1	-1	5	-2	-4	0.0	-0.6	0	-1	-10	5
COc1ccnc(N=CNOCc2ccc(C)cc2)c1C#N	-10	-1	-82	u	-70	0.1	-1.1	-79	0	-20	-6
CCCCOC(=O)c1ccc(NC(=O)COC(=O)CSc2nc(C)cc(C)n2)cc1	-1	4	-110	-2	-12	-0.1	0.9	-70	1	-37	-6
O=C(COC(=O)C1(c2ccccc2F)CCCC1)N1CCOCC1	0	-2	8	-2	-1	-0.1	-1.8	-6	17	-7	-4
CCCCN(C)Cc1c(O)ccc2c(-c3ccccc3)cc(=O)oc12	-2	6	-2	-1	-2	-0.2	-1.1	4	2	12	-7
O=[N+]([O-])c1ccc2nonc2c1Nc1cccc(F)c1	2	2	25	0	-6	-0.1	-0.3	19	-1	-20	-4
CCOC(=O)C(NC(=O)c1cccc(Cl)c1)(OCc1ccccc1)C(F)(F)F (configuration not stated)	-9	5	15	0	10	-0.1	1.0	18	-2	-7	-3
COc1ccc(OC)c(NC(=O)C2(C)CCN2C(=O)C2(c3ccc(Cl)cc3)CCC2)c1 (configuration not stated)	0	x	-7	-5	x	0.1	-2.0	13	15	-24	-5
NC(=O)c1ccc(NC(=O)CN2CCN(c3ccccc3)CC2)cc1	2	-3	1	-11	-10	0.1	-0.3	5	4	-2	-11
CCn1cnc2cc(NS(=O)(=O)c3ccc(OC)c(OC)c3)ccc21	11	1	17	3	4	-0.1	-0.2	3	4	-19	-3
CCn1cc(CN2CCCC(C(=O)Nc3cccc(-c4cc5ccccc5[nH]4)c3)C2)cn1 (configuration not stated)	9	1	8	15	-2	0.5	-0.4	14	0	4	-4
COc1ccc2nc(C)cc(N3CCC(C(N)=O)CC3)c2c1	1	1	21	-9	-1	-0.1	-0.8	11	-1	-20	-5
CN1C(=O)CC(P(=O)(c2ccccc2)c2ccccc2)N(C)C1=O (configuration not stated)	3	4	12	-13	11	0.0	5.7	7	1	3	-2
COC(=O)C1=C(N)Oc2cc(C)n(CCc3ccccc3)c(=O)c2C1c1cccnc1 (configuration not stated)	13	-3	29	x	7	-0.1	-0.7	16	-1	-21	x
O=C(Nc1ccc(Cl)c(C(F)(F)F)c1)C(=O)N1CCCCC1	2	0	-178	1	-45	0.0	0.7	-138	0	-81	-5
O=C(N/N=C/C(Cl)=C/c1ccc([N+](=O)[O-])cc1)C(=O)Nc1cccc(C(=O)O)c1	-4	3	3	x	-5	0.0	0.1	-24	-4	-15	-1
C/C(=N\Nc1ncc(Cl)cc1Cl)c1cccs1	-1	3	-279	-1	-34	0.2	-0.5	-335	-18	-43	x
Cc1ccc(-c2nnc(CSc3nc(C(C)C)nc4sc(C)c(C)c34)o2)cc1	1	-1	8	-4	9	-0.1	-0.7	19	-5	4	x
Cc1cn(C(=O)c2cccc(Br)c2)c(C)n1	-3	1	1	-1	10	-0.1	3.2	3	-7	-2	x
COC(=O)c1c(NC(=O)c2ccc(OC(C)C)cc2)sc2c1CC(C)(C)NC2(C)C	3	2	-7	29	7	0.7	-1.5	98*	-1	4	-7
COc1ccc(C2=NOC(C(=O)NCc3cccnc3)C2)cc1 (configuration not stated)	1	1	-16	-16	9	-0.1	3.7	5	-1	-18	-17
O=C(NNC(=O)c1ccc(Br)s1)c1cccc(Cl)c1	-4	3	-89	11	-7	1.3	-0.4	-48	-4	-27	-2
CCOc1ccc2nc(SCC#N)c(C#N)cc2c1	-4	1	-140	3	0	0.0	1.5	-213	1	-27	x
CC(C)C1CC(C(F)(F)F)n2nc(C(=O)O)cc2N1 (configuration not stated)	-8	3	13	-2	9	-0.1	-0.9	16	13	5	-2
COc1ccccc1N1CCN(CC(O)COc2ccc(C)c(C)c2)CC1 (configuration not stated)	-12	-1	7	-5	-4	-0.3	-0.7	4	-4	-6	-3
COc1cc(C(=O)NCC(=O)NCCN2C(=O)S/C(=C\c3ccc4c(c3)OCO4)C2=O)cc(OC)c1OC	0	-3	-1	-3	4	0.0	-0.1	-16	5	-10	-2

High-throughput results (PubChem BioAssay)
